Mdm2-MdmX inh – human Mdm2/MdmX binding inhibition; AID 485346; hit rate 3% among 330,000; SaOS-2 split-luciferase Mdm2/MdmX complementation, luminescence; inhibition, % at 8 µM; O15151+Q00987;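 active = inhibition of at least 50% at 8 µM in the primary screen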
Jurkat NFkB inh – inhibitors of the PMA/ionomycin-induced NF-kB reporter in Jurkat cells; PMA/ionomycin-induced NF-kB luciferase reporter, luminescence; hit rate 0.53% among 330,000; inhibition, % at 4 µM; in the data active = inhibition above about 50%
Gli-Sufu block – Gli-Sufu pathway antagonism. inhibition, % at 5 µM. hit rate 0.74% among 340,000. Sufu-KO-LIGHT fibroblasts, Gli luciferase reporter luminescence. AID 588413;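 active = inhibition above about 55%, limit read from the data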;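 also: 0% = DMSO-treated cells and 100% = wells with medium but no cells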
EBI2 antag – blocks human EBI2 receptor beta-arrestin signaling | P32249 | EBI2 beta-arrestin recruitment, luminescence, 7a,25-OHC stimulated | inhibition, % at 5 µM | hit rate 0.81% among 360,000; in the data active = inhibition above about 38%;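 also: enzyme fragment complementation signal reports receptor beta-arrestin coupling in cells; 0% = agonist plus DMSO wells and 100% = wells without agonist; some results beyond the cut were filed as inactive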
Target sequence (P32249 whole entry, looked up, the tested form may be a part): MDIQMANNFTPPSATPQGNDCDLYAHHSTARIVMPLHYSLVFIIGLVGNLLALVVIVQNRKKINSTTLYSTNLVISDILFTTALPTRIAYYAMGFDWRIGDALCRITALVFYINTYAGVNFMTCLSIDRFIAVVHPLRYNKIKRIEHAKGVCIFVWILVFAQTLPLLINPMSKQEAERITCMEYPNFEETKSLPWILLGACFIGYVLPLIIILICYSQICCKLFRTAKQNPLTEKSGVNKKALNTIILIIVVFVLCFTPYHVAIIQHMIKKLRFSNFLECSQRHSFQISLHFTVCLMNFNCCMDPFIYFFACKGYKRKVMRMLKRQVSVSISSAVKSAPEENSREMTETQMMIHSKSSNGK
CCR6 antag – blocks CCL20-driven beta-arrestin recruitment at human CCR6; CHO-K1 CCR6 PathHunter beta-arrestin, luminescence, CCL20-stimulated; inhibition, % at 20 µM; hit rate 0.49% among 340,000; AID 493098;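 active = compounds whose inhibition of the agonist-driven luminescence signal at 20 µM reaches about 50%, limit read from the data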;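 also: cells stimulated with CCL20 at 14 nM final; plate controls were DMSO with CCL20 for no effect and DMSO without agonist for full effect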
Target sequence (P51684 whole entry, looked up): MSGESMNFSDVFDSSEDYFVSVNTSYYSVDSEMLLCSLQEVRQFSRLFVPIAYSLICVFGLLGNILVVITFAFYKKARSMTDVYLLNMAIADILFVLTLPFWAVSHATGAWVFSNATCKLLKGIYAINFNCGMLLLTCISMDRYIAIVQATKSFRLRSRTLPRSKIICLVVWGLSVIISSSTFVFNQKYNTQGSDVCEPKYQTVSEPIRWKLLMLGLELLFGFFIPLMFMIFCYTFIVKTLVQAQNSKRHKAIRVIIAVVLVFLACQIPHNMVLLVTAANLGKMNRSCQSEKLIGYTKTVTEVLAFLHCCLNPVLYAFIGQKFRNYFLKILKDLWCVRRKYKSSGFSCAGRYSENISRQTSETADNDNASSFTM
UPR XBP1 act – activators of adaptive arm of unfolded protein response (XBP1) | CHO-XBP1 luciferase reporter, IRE1-XBP1 UPR activation, luminescence; percent of tunicamycin response, DMSO as zero | activation, % at 20 µM | hit rate 0.33% among 330,000;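 active = versus positive control, 20 µM dose yields 30% or more activation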;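 also: 100% = tunicamycin at 10 µg/mL and 0% = DMSO only wells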
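Material: CHO cell line with stable XBP1 luciferase reporter; schedule: 16-18 h cell attachment at 37 °C, then 6 h compound exposure; signal: glow luminescence from Steady-Glo reagent; medium: serum-containing F12 medium, 10% FBS; benchmarks: tunicamycin 10 µg/mL and vehicle-only wells; read-out: percent activation relative to tunicamycin reference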
CXCR6 inh – inhibitors of human CXCR6 receptor; O00574; CHO-K1 PathHunter CXCR6 beta-arrestin, luminescence; inhibition, % at 20 µM; hit rate 0.36% among 360,000; in the data active = inhibition above about 34%, passing the limit was not always enough;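 also: antagonist mode with CXCL16 agonist at 10 nM final; 0% = 10 nM CXCL16 with DMSO and 100% = unstimulated wells without agonist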
Target sequence (O00574 whole entry, looked up): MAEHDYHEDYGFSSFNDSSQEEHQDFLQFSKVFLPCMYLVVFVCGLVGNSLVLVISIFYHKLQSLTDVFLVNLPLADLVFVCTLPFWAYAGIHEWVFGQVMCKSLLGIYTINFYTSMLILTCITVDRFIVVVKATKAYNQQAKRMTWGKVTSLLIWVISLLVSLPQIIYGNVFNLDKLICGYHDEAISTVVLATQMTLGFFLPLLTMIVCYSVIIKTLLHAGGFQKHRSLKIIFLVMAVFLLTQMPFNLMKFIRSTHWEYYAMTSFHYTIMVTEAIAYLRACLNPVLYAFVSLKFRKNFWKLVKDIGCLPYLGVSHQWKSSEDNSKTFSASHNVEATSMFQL
697 NFkB inh – inhibitors of the PMA/ionomycin-induced NF-kB reporter in 697 B cells; 697 B-cell NF-kB luciferase reporter, 16 h; inhibition, % at 4 µM; hit rate 0.33% among 330,000; AID 435022; in the data active = inhibition above about 35%
UPR CHOP act – activators of apoptotic arm of unfolded protein response (CHOP). CHO-CHOP luciferase reporter, UPR activation, luminescence; percent of tunicamycin response over DMSO baseline. activation, % at 10 µM. hit rate 0.34% among 330,000. AID 449763;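 active = at 10 µM dose, activation of 40% or more, normalized to positive control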;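 also: 100% = tunicamycin at 10 µg/mL and 0% = DMSO alone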
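Test system: CHO-CHOP cells, stable luciferase reporter of PERK-eIF2a-CHOP signalling | Quantity: 500 CHO-CHOP cells per well | Buffer or medium: F12 plus 10% serum | Compound dosing: 10 µM single point, 0.5% DMSO | Schedule: 6 h compound treatment, 37 °C | Signal: Luciferase luminescence | Control set: Tunicamycin high control, DMSO low control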
* hit, by the source's call; / = no result given.

SMILES	Mdm2-MdmX inh	Jurkat NFkB inh	Gli-Sufu block	EBI2 antag	CCR6 antag	UPR XBP1 act	CXCR6 inh	697 NFkB inh	UPR CHOP act
Cc1ccc(C(=O)O/N=C\c2ccc(N3CCCCC3)c([N+](=O)[O-])c2)cc1	-15	5	-52	37	11	0	17	-3	0.2
CCN(CC)CC(C)OC(=O)COc1ccc(OC)cc1 (stereo unspecified)	11	-22	2	5	-1	0	2	9	-2.0
CN(C)/C=N/c1ncn(-c2ncc(C(F)(F)F)cc2Cl)n1	-30	-53	-23	2	-5	-4	4	-39	1.2
Cc1ccc(S(=O)(=O)N2CCCN(C(=O)c3ccc(-n4cccn4)cc3)CC2)cc1	1	3	9	42	14	-3	-2	15	-2.6
COCc1cc(C)nc2sc(C(=O)N3CCN(c4ccccc4)CC3)c(N)c12	-3	3	4	-1	0	0	4	-6	-1.9
CCOC(=O)Nc1ccc2c(COC(=O)CN(C)S(=O)(=O)c3ccc(C)cc3)cc(=O)oc2c1	13	-5	3	-6	20	-1	10	26	7.8
CCOc1cccc2sc(=NC(=O)CCS(=O)(=O)c3ccccc3)n(CC)c12	50	4	20	2	9	-4	4	-11	3.4
CCOc1ccc(NC(=O)NNC(=O)COc2ccc3ccccc3c2)cc1	-7	10	-3	-4	4	-4	3	15	1.6
COC(=O)[C@]1(Cc2ccccc2)N[C@H](CN(C)S(=O)(=O)c2ccc(C(C)(C)C)cc2)[C@@H]2C(=O)N(C)C(=O)[C@@H]21	22	6	-2	6	8	1	15	-4	-0.2
CN(CC(=O)Nc1ccc(Cl)cc1)C(=O)CCc1nc2sc3c(c2c(=O)[nH]1)CCCC3	86*	-14	8	0	14	-2	-7	-3	-0.9
CC1CCC(NC(=O)C(NC(=O)c2ccccc2)C(C)C)CC1 (stereo unspecified)	29	0	1	-9	7	-1	-3	9	-0.8
COc1ccc(C(=O)Nc2ccccc2C(=O)N2CCOCC2)cc1	20	2	-18	-13	17	-2	-3	9	-0.6
COCCn1c(C2CCCCC2)nc2sc3ccccc3c(=O)c2c1=O	13	-7	9	-11	6	-1	7	-8	-1.2
O=c1[nH]c2ccccc2n2c(-c3ccncc3)nnc12	/	/	-1	7	0	/	-13	/	/
CCOC(=O)CCCSc1nc2sc(C)c(C)c2c(=O)[nH]1	5	1	0	2	1	2	10	6	1.4
CC(=O)NC(c1ccccc1)c1c(O)ccc2ccccc12 (stereo unspecified)	5	-17	-4	7	3	-2	-2	5	-1.9
CCOc1cc(CNCCc2c[nH]c3ccccc23)cc(Cl)c1OCC(N)=O	23	-4	4	3	8	-2	2	-15	-1.1
O=c1c(-c2nc3ccccc3s2)cccn1Cc1ccc(Cl)c(Cl)c1	1	-5	9	16	5	-1	0	7	0.9
COc1ccc(NCC(=O)N/N=C/C2CCCCC2)cc1	8	15	-7	-12	0	-1	-4	23	1.9
O=C(CSc1ccccc1F)NC1CCS(=O)(=O)C1 (stereo unspecified)	-32	3	28	-6	5	-1	4	4	-1.7
COc1ccc(CCNC(=O)C23CN(Cc4ccccc4)CC2C(c2cccc([N+](=O)[O-])c2)=NO3)cc1 (stereo unspecified)	19	19	16	52*	3	-5	2	9	-1.7
CCN(CC)c1nc(Oc2ccc(=O)[nH]n2)nc(N2CCOCC2)n1	7	4	-2	-10	-16	3	2	7	-0.3
O=C(Nc1nnc(SCc2ccccc2Cl)s1)c1cccc([N+](=O)[O-])c1	7	2	8	0	22	0	4	-20	-0.1
CCOc1ccc(N2C(=O)S/C(=C\c3ccc(O)c(OC)c3)C2=O)cc1	5	-20	13	-5	11	2	16	-2	-1.4
CCn1c(/C=C2/C(=O)N(C)c3ccccc32)nc2ccccc2c1=O	19	-11	29	13	6	1	-13	-16	-0.5

Arranged by molecular weight (high to low): part of the list above
SMILES	Mdm2-MdmX inh	Jurkat NFkB inh	Gli-Sufu block	EBI2 antag	CCR6 antag	UPR XBP1 act	CXCR6 inh	697 NFkB inh	UPR CHOP act
CCOc1cccc2sc(=NC(=O)CCS(=O)(=O)c3ccccc3)n(CC)c12	50	4	20	2	9	-4	4	-11	3.4
CCN(CC)c1nc(Oc2ccc(=O)[nH]n2)nc(N2CCOCC2)n1	7	4	-2	-10	-16	3	2	7	-0.3
CCOC(=O)CCCSc1nc2sc(C)c(C)c2c(=O)[nH]1	5	1	0	2	1	2	10	6	1.4
CN(C)/C=N/c1ncn(-c2ncc(C(F)(F)F)cc2Cl)n1	-30	-53	-23	2	-5	-4	4	-39	1.2

Continuation.
SMILES	Mdm2-MdmX inh	Jurkat NFkB inh	Gli-Sufu block	EBI2 antag	CCR6 antag	UPR XBP1 act	CXCR6 inh	697 NFkB inh	UPR CHOP act
O=C1CCCC2=C1C(c1ccccc1O)C1=C(CCCC1=O)O2	19	1	-3	-5	6	-6	4	0	-0.4
O=C(CCCn1c(=O)[nH]c2ccsc2c1=O)NC1CCCCC1	-6	-8	11	0	18	-2	0	0	0.1
O=C(C(c1ccccc1)c1ccccc1)N1CCOCC1	-15	-9	2	-10	5	0	7	8	-0.9
CN1CCCN(c2ncnc3scc(-c4ccc(F)cc4)c23)CC1	9	2	16	-11	-3	-1	2	-3	-0.1
Oc1c(/C=C/C=C/C=Nc2ccccc2)sc(=S)n1Cc1ccccc1	-1	-11	1	11	17	-5	5	-5	-1.1
COc1cc(-n2c(N)c(C(=O)NCc3ccco3)c3nc4ccccc4nc32)cc(OC)c1OC	-17	9	5	-11	3	0	6	8	3.0
Cc1ccc(C)c(N(CC(=O)NCc2ccccc2)C(=O)c2csnn2)c1	4	-11	16	-13	12	0	-4	4	0.5
Cc1ccc(-n2nc3c(c2NC(=O)c2ccc4c(c2)OCO4)CS(=O)(=O)C3)cc1	8	1	1	-1	6	-1	-14	-19	2.3
Cc1ccc(NC(=O)Nc2cccnc2)cc1	-25	-38	-14	11	7	-5	-4	-18	1.6
COc1ccc(CN2C(=O)c3ccccc3C2C(=O)NC2CCCC2)c(OC)c1 (stereo unspecified)	14	-2	2	4	-4	-2	2	-4	1.8
COc1cc(NC2c3ncccc3C(=O)N2Cc2ccco2)cc(OC)c1 (stereo unspecified)	9	-1	-2	-11	-2	-1	-1	2	0.1
CCCOc1ccc(/C(O)=C2/C(=O)C(=O)N(CCN(C)C)C2c2ccc(O)c(OC)c2)cc1 (stereo unspecified)	/	/	-59	-12	14	/	-12	/	/
CN1CCCc2cc3c(C(F)(F)F)cc(=O)oc3nc21	-6	4	96*	-9	4	2	-4	9	1.8
CC(=O)Nc1ccc(Nc2cc(C(C)C)nc3c(-c4ccccc4)c(C)nn23)cc1	55*	4	-10	31	24	10	7	-29	0.2
CCN(CC)c1ccc(/C=N/NC(=O)c2ccco2)cc1	/	/	-49	1	-22	/	3	/	/
N#CCCn1cc(/C=N/NC(N)=S)c(-c2ccccc2)n1	9	-11	2	-1	2	-3	0	2	-0.3
COc1cc2c(cc1NC(=O)/C=C/c1ccccc1)oc1ccccc12	2	-32	6	33	23	3	2	13	-0.8
Nc1nonc1/C(=N/O)N1CCCC1	-1	-1	-2	1	-1	1	-5	15	0.7
Cc1cc(N2C(=O)c3ccc(C(=O)NCc4ccccc4)cc3C2=O)no1	0	15	4	4	-10	0	0	26	1.3
CCN(CC)Cc1c(C(=O)N/N=C/c2cccc(OCc3cccc(Cl)c3)c2)nnn1-c1nonc1N	8	-6	-26	-10	-8	0	-22	-8	2.0
O=C(NCc1nnc(SCC(=O)N2CCCCCC2)o1)c1ccco1	-3	10	-8	-5	-6	-2	0	16	1.5
O=C(NC(=S)Nc1ccc2oc(-c3cccnc3)nc2c1)c1cccc(Cl)c1	41	-41	-2	17	54*	1	32	-39	4.8
COC(=O)[C@H](C)[C@@H]1C[C@@]1(C)[C@@H](NC(=O)OCc1ccccc1)c1ccccc1	-24	6	2	1	19	-2	3	-5	-0.2
Cc1cccc(OCC(=O)Nc2ccccc2N2CCN(C)CC2)c1	19	-6	8	8	-4	1	5	4	0.3
COc1ccc(N(C(=O)c2ccc3c(c2)OCO3)C2C=CS(=O)(=O)C2)c(OC)c1 (stereo unspecified)	-4	1	-12	11	5	0	2	1	3.0
Additional entries
SMILES	Mdm2-MdmX inh	Jurkat NFkB inh	Gli-Sufu block	EBI2 antag	CCR6 antag	UPR XBP1 act	CXCR6 inh	697 NFkB inh	UPR CHOP act
CC1=C(Cl)C2=NS(=O)(=O)CCN2C=C1Cl	14	2	8	-9	-4	4	-5	19	0.4
CC(C)c1cccc(C(C)C)c1NC(=O)CNCC(O)c1ccccc1 (stereo unspecified)	9	7	0	11	14	-3	5	8	-0.6
CCc1cccc(CC)c1NC(=S)NCCc1ccc(O)c(O)c1	5	-6	14	0	-8	13	4	-13	6.1
CCOC(=O)c1cc(=O)c2ccc(OCC(=O)Nc3ccccc3)cc2o1	6	15	2	-6	5	0	0	-16	-0.1
C=CCc1ccc(OCCCN2CCCC(C)C2)c(OC)c1 (stereo unspecified)	-7	0	10	-22	-8	2	3	-18	-1.2
Cc1ccccc1C(=O)N1CCc2c([nH]c3ccccc23)C1C(F)(F)F (stereo unspecified)	6	13	11	4	4	-2	-6	-20	1.2
Cc1ccc(NC(=O)NCCc2ccc(S(N)(=O)=O)cc2)cc1	20	-6	3	3	9	-4	-6	5	1.5
CCOC(=O)C1CCN(C(=O)COc2ccc(S(=O)(=O)N3CCOCC3)cc2C)CC1	-19	-2	25	-11	-2	1	4	10	-0.9
S=C(NCCN(C1CCCCC1)C1CCCC1)Nc1cccc(Cl)c1	62*	25	29	2	12	0	-14	4	1.9
Cc1ccccc1CN1C(=O)c2ccccc2S1(=O)=O	28	16	26	-1	10	6	1	8	1.7
CCOC(=O)C1C(c2cc(OC)c(O)c(OC)c2)NC(=S)NC1(O)C(F)(F)F (stereo unspecified)	15	4	-7	-27	-2	-3	-3	-3	-1.4
Cn1cnc([N+](=O)[O-])c1Nc1cccc(O)c1	5	-13	3	-5	3	0	-6	14	-0.1
Cc1ccc(NC(=O)CCOc2ccccc2C)cc1C	-1	-10	-19	16	3	1	6	6	3.9
CCc1c(C)nc2c(-c3ccccc3)c(C)[nH]n2c1=O	19	2	-12	-9	7	9	-9	1	-0.1
CC(C)COc1ccc(Br)cc1CNC(C)(C)C	-12	7	9	3	-2	0	10	5	-0.3
Fc1cccc(Nc2nc(Cl)nc(Cl)n2)c1	29	4	2	2	4	-5	3	9	-1.5
COc1ccc(Cl)cc1C(=O)OCC(=O)Nc1cccnc1Cl	23	-4	-8	-4	15	-4	-5	11	-2.3
COc1ccc(C(=O)CCC(=O)Nc2cccnc2)cc1	7	1	-3	-7	-3	1	-23	2	3.2
C[C@@H](NC(=O)c1cc2c([nH]c3ccccc32)c(-c2ccccc2)n1)C(=O)O	0	6	11	5	0	-1	-3	8	0.4
CCS(=O)(=O)N1CCC(C(=O)NCCCN2CCCC2)CC1	20	9	-3	-1	-2	1	3	13	-2.1
CCCCNC(=S)N(C)/N=C/c1c(F)cccc1F	-5	-5	1	-3	19	-1	-2	-16	1.7
CC(=O)Nc1ccc(S(=O)(=O)N2CCN(C34CC5CC(CC(C5)C3)C4)CC2)cc1	13	5	5	1	11	-2	0	21	0.1
COc1ccc(NC(=O)CSc2n[nH]c(-c3ccco3)n2)cc1	-11	6	-14	-7	18	4	1	14	-1.5
CC(=O)c1ccc2noc(-c3ccc(C)cc3)c2c1	-4	-14	-3	7	9	-2	0	1	-0.8
O=C(O)C1OC(Oc2c(-c3ccc(O)c(O)c3)oc3cc(O)cc(O)c3c2=O)C(O)C(O)C1O (stereo unspecified)	7	-9	5	/	17	-1	/	5	1.1

From PubChem
